Tn6 DDE FP: DD(E)-Tn6 binding inhibition, primary FP screen; AID 720509; inhibition, % at 8.3 µM; Fibrin DD(E) TRITC-Tn6 fluorescence polarization displacement; hit rate 0.21% among 370,000; P02675;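 active = inhibition above a per-campaign cutoff: mean of compounds within control limits plus 3 SD, cut at about 15% in these data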;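 also: 0% = median of all compound wells on the plate and 100% = blocking peptide control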
Target sequence (P02675 whole entry, looked up): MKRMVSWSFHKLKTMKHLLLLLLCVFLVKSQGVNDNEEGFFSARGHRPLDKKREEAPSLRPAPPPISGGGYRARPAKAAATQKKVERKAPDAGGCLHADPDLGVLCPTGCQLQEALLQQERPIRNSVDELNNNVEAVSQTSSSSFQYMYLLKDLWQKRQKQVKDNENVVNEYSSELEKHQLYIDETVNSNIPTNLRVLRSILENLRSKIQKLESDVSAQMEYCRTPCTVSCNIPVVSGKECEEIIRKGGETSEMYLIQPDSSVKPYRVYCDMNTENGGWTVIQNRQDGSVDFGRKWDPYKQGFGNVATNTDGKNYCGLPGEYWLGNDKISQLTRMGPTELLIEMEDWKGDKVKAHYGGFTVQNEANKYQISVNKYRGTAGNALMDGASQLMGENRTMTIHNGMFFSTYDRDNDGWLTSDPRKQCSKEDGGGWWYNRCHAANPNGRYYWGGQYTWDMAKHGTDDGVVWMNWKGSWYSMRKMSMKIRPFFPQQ
SIAE inh: human SIAE inhibition, primary screen | inhibition, % at 9.66 µM | hit rate 0.69% among 370,000 | Q9HAT2 | SIAE FP-Rh probe binding, fluorescence polarization | AID 1053197;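 active = inhibition above a cutoff: mean of compounds within the control limits plus 3 SD of those, cut at about 17% in these data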;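 also: 0% = plate median of compound wells and 100% = probe without SIAE protein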
TCR CD3 inh: inhibitors of human TCR-CD3 interaction | TAMRA-labeled TCR probe fluorescence, biochemical | inhibition, % at 9.4 µM | hit rate 0.37% among 360,000 | AID 651800; in the data active = inhibition above about 19%;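 also: recombinant mutant TCR 2C K166C tagged with TAMRA read by polarization; 0% = receptor in buffer alone and 100% = receptor with positive control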
DDE Tn7 FP inh: DD(E)-Tn7 binding inhibition, primary FP screen. FP displacement of FITC-Tn7 peptide from fibrin DD(E); 0% = median of compound wells per plate. inhibition, % at 8.3 µM. hit rate 0.13% among 370,000. AID 720508;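 active = inhibition above the mean of compounds falling within the control limits plus 3 SD of them, cut at about 14% in these data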;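 also: 0% = plate median of compound wells and 100% = 10 µM Aha-Tn7 peptide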
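System: human fibrin DD(E); quantity: Fibrin-DD(E) at 2 µM final; also added: fluorescent Tn7 probe at 0.1 µM; compound dosing: single nominal test concentration of 8.3 µM per compound; schedule: 10 min preincubation, 3 h with tracer, room temperature; detection: fluorescence polarization of the labelled Tn7 tracer; repeats: one replicate per compound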
PRMT1 inh: inhibitors of human PRMT1; Q99873; recombinant PRMT1, activity-based probe fluorescence polarization; inhibition, % at 2.79 µM; hit rate 1.3% among 370,000; AID 652257;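 active = inhibition above about 21% made by adding two undisclosed values, limit read from the data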
Target sequence (Q99873 whole entry, looked up): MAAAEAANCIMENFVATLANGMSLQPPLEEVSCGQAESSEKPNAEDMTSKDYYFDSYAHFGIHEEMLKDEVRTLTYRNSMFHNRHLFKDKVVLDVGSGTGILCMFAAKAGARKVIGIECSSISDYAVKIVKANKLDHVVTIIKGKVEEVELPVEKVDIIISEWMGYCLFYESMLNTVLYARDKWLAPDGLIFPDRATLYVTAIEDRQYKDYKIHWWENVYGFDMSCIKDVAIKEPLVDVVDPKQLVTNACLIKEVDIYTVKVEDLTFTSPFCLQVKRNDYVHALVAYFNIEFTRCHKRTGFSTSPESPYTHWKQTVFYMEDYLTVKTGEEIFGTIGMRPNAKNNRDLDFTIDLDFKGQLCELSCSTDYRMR
MBD2 inh: blocks human MBD2 binding to methylated DNA | inhibition, % at 4.4 µM | TR-FRET, MBD2 binding to methylated oligonucleotide | hit rate 0.31% among 370,000 | Q9UBB5; in the data active = inhibition above about 13%
KLK7 zymogen act: activates the human kallikrein-7 zymogen; AID 652039; activation, % at 7 µM; hit rate 0.9% among 370,000; P49862; purified proKLK7, EDANS-DABCYL substrate fluorescence; 100% is mature enzyme control, 0% vehicle;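 active = activation above the mean of all tested compounds plus 3 SD, computed per campaign excluding outliers beyond control limits, cut at about 13% in these data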
TDP2 absorb: TDP2 (human) inhibition, absorbance primary screen. O95551. recombinant TDP2, T5PNP hydrolysis, p-nitrophenol absorbance 415 nm. inhibition, % at 12.8 µM. hit rate 0.34% among 370,000;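 active = inhibition above the mean of all tested compounds plus 3 SD, set per campaign, cut at about 25% in these data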;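 also: 0% = DMSO with enzyme and 100% = buffer with substrate but no TDP2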
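System – recombinant human TDP2 · Amount – 120 nM TDP2 per well · Buffer or medium – Mg2+-containing Tris-HCl buffer, pH 7.5 · Reagent – T5PNP substrate, 5 mM · Dosing – 12.8 µM single point, 1% DMSO · Incubation – 2 h at 37 °C · Measured by – epi absorbance · Read-out basis – percent inhibition · Benchmarks – high control without enzyme, low control DMSO plus TDP2 · Repeats – singlicate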
LEDGF integ inh: blocks HIV-1 LEDGF/p75-dependent DNA integration | TR-FRET IN-LEDGF/p75 DNA integration, Eu/Cy5 | inhibition, % at 3.7 µM | AID 743269 | hit rate 0.64% among 370,000;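 active = inhibition above the screen-wide mean plus 3 SD, cut at about 13% in these data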;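 also: signal is the Cy5 over europium emission ratio at 671 and 618 nm; 0% = plate median of compound wells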
UHRF1 MBD2 ctr: human UHRF1 methylated DNA binding inhibitors | UHRF1 binding to methylated oligo, TR-FRET | hit rate 0.75% among 370,000 | inhibition, % at 4.4 µM; in the data active = inhibition above about 21%;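 also: UHRF1 SRA domain binding a hemimethylated CpG hairpin DNA probe; 0% = median of test compound wells and 100% = reference inhibitor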
The depositor's hits bear a star; x = not tested or not shown.

SMILES	Tn6 DDE FP	SIAE inh	TCR CD3 inh	DDE Tn7 FP inh	PRMT1 inh	MBD2 inh	KLK7 zymogen act	TDP2 absorb	LEDGF integ inh	UHRF1 MBD2 ctr
COc1ccc(OC)c(S(=O)(=O)N2CCCC(C(=O)NCc3ccco3)C2)c1 (stereo unspecified)	-2	7	-1	0	-2	-7	0.5	-16	4	0
Cc1ccc(C(=O)CN2CCC(NC(=O)C3CCCCC3)CC2)cc1	1	0	0	6	0	4	-0.2	10	-3	0
COc1cccc(CNC(=O)CN2C(=O)COc3ccc(S(=O)(=O)N4CCC(C)CC4)cc32)c1	-5	2	-3	-3	2	-1	-0.3	11	-5	-1
CC(=O)Nc1ccc(S(=O)(=O)Oc2ccc(C(=S)N3CCC(O)CC3)cc2)cc1	-7	1	-5	-4	4	0	-0.1	4	1	0
O=C(Nc1ccc2c(c1)OCO2)C(c1ccccc1)N1CCCCC1 (stereo unspecified)	0	4	-3	8	-4	-3	0.5	-21	7	1
O=C(Nc1cccc(F)c1)Nc1cnccn1	3	-2	5	-4	-4	0	0.3	2	-1	0
COc1cc(C2NC(=O)c3ccccc3O2)cc(OC)c1OC (stereo unspecified)	8	9	11	-3	1	-2	-2.0	6	-2	-2
Cc1ccnc(NS(=O)(=O)c2ccc(NC(=O)c3ccc([N+](=O)[O-])s3)cc2)n1	-1	-3	4	1	1	-6	0.1	2	2	-1
CCCCn1c(N)c(N(CCOC)C(=O)c2ccc(-n3c(C)ccc3C)cc2)c(=O)[nH]c1=O	3	0	-4	-3	-3	-1	0.5	-7	4	3
Cc1cc(C(=O)NNC(=S)NCc2ccccc2)cs1	-4	-3	4	0	0	-2	0.5	-4	0	0
COc1cccc(-c2cc(C(F)(F)F)nc(N3CCOCC3)n2)c1	3	-2	0	0	1	2	-1.6	2	1	-2
COc1ccc(N2CCN(CCCNC(=O)C3CCCN(S(=O)(=O)c4c(C)n[nH]c4C)C3)CC2)cc1 (stereo unspecified)	-3	0	-5	-2	1	-3	-0.5	-1	4	-1
O=C(CCc1nc2ccccc2c(=O)[nH]1)N1CCN(c2ccc(F)cc2)CC1	-1	0	5	-6	1	-4	0.1	-9	0	0
O=S(=O)(Nc1ncccn1)c1ccc(NS(=O)(=O)c2cc(Cl)ccc2Cl)cc1	4	2	4	4	-1	-1	0.3	-3	-4	0
CSCCC1NC(=O)C(C(C)=Nc2ccccc2)=C1O (stereo unspecified)	5	1	4	-8	-9	-4	0.6	2	2	-4
Cc1ccc(NC(=S)NC(=O)C2CC2)cc1Cl	-3	-4	-6	-4	1	3	-0.3	0	-4	0
c1ccc(Cn2c(CSc3nnnn3-c3ccccc3)nc3ccccc32)cc1	-8	0	1	7	1	3	-2.8	-1	-2	4
CCCN1CCN(C(=O)C2CCN(S(=O)(=O)c3ccc4c(c3)NC(=O)C(C)S4)CC2)CC1 (stereo unspecified)	4	0	-1	-1	2	5	1.2	-12	-6	-1
CC(=O)c1c(N2CCCC2)nc(=S)n(-c2ccccc2)c1C	-1	-5	3	-4	14	-4	-0.6	9	0	7
CCOc1cc(/C=C2/C(=N)N3OC(C)=CC3=NC2=O)ccc1OCCOc1ccccc1	5	4	2	-2	-5	-6	0.3	-2	0	0
COC(=O)C1N[C@@H]([C@@H](NC(=O)COc2ccccc2)C(=O)NC2CC2)SC1(C)C (stereo partly specified)	2	-2	-1	-2	-3	3	0.1	8	1	-1
NC(=O)C1CCN(c2ccc3c(c2)S(=O)(=O)c2ccccc2C3=O)CC1	-1	8	1	3	1	-10	0.5	0	0	-5
CCOC(=O)CSc1ncnc2c(C(=O)OCC)c3n(c12)CCC3	-7	-5	0	-1	-3	-4	0.2	4	-1	-4
COc1ccc2cc(/C=N/NC(=O)c3c(Cl)cnn3C)c(Cl)nc2c1	-6	-4	-8	8	4	4	-2.9	2	-1	5
O=C1N/C(=C/c2ccsc2)C(=O)N1c1ccccc1	-2	-4	13	9	-3	-4	0.2	3	2	-3
Carrying on.
SMILES	Tn6 DDE FP	SIAE inh	TCR CD3 inh	DDE Tn7 FP inh	PRMT1 inh	MBD2 inh	KLK7 zymogen act	TDP2 absorb	LEDGF integ inh	UHRF1 MBD2 ctr
COc1ccc(/C=C/C(=O)OCC(=O)NC(=O)NC(C)(C)C)cc1	0	-7	4	-4	0	-3	0.2	-1	-1	-1
CCOC(=O)N1CCN(C(=O)CCc2c(C)nc3c(c(C)nn3-c3ccc(C)c(C)c3)c2C)CC1	-3	-2	2	-3	-2	1	-0.7	5	-2	1
CCC1(C2C=COC=C2)NC(=O)NC1=O (stereo unspecified)	6	2	-1	3	2	1	0.1	5	-2	0
COc1ccccc1NC(=O)CSc1n[nH]c(Cc2ccccc2)n1	-1	-6	2	-4	-3	-4	0.5	-12	1	2
O=C(NCCc1ccc(Cl)cc1Cl)C1=CC=CN2CCS(=O)(=O)N=C12	2	-9	3	3	-1	3	6.0	-8	0	-2
Cc1ccc(CSCCNC(=O)CCSc2ccccc2)cc1	-2	-2	3	4	1	3	-0.1	-2	-3	-5
CCN1CCCC1CNC(=O)c1cn(C)c2ccc(S(=O)(=O)N3CCCCCC3)cc2c1=O (stereo unspecified)	-1	1	4	-3	-4	1	-0.4	3	-1	2
COCCN1C(=O)C(O)=C(C(=O)c2cccs2)C1c1ccccc1 (stereo unspecified)	-2	4	5	-6	1	-7	-0.7	-2	1	-6
O=C(CCN1C(=O)COc2ccccc21)NCc1cccnc1	3	0	2	-5	0	-1	0.1	-1	-1	-1
Cc1cccc(NS(=O)(=O)c2cc(C(=O)NCc3ccccn3)ccc2C)c1	-1	3	9	-1	0	0	-0.2	-10	-5	-2
CC1(C(=O)Nc2ccc3ccccc3c2)CC1(Br)Br (stereo unspecified)	-5	4	-2	-3	0	6	-0.5	3	-2	0
O=C(Nc1cccc(-n2cnnn2)c1)c1ccncc1	10	-2	-3	0	-4	-2	-0.2	7	5	-2
C=CCNC(=O)c1oc2ccc(S(=O)(=O)N3CCCCC3)cc2c1C	0	-1	-4	0	0	-2	-0.2	-7	-5	0
O=C(N/N=C/C=C/c1ccccc1)c1cccs1	1	-2	4	7	-2	-4	-0.9	6	-4	-2
CCc1cccc(NC(=O)CCNS(=O)(=O)c2cccc3nonc23)c1	-1	-1	3	-2	-3	-2	-0.2	8	-3	0
Cc1ccc2nc(-c3ccc(Br)cc3)cc(C(=O)NCC3CCCO3)c2c1 (stereo unspecified)	-4	-4	-1	6	-4	2	-0.7	-5	1	11
C/C(CCc1ccccc1)=N\NC(=O)c1ccccc1	0	1	-6	-5	-1	0	-0.5	3	-3	0
CCC(=O)Nc1ccc(S(=O)(=O)Nc2cccnc2)cc1	-3	-6	-9	3	2	8	0.6	5	1	7
CCN1CC(CNC(=O)c2ccc3nc(Cc4cccc(Cl)c4)oc3c2)CC1=O (stereo unspecified)	0	2	8	-5	-2	-3	-1.8	4	-1	3
Cc1ccc(S(=O)(=O)N(C)Cc2nc(-c3ccc(Br)cc3)no2)cc1	0	-7	-1	3	-6	2	0.8	5	2	3
Cc1ccc(NC(=O)c2ccc(NCCCN3CCC(C)CC3)c([N+](=O)[O-])c2)c(C)c1	3	1	-2	1	-2	-8	0.3	4	-4	-11
O=C(O)C1CCCN1C(=O)c1cncc(Br)c1 (stereo unspecified)	0	-2	3	-6	-1	5	-0.2	-3	2	2
COc1ccc(/C=C/C(=O)OCC(=O)Nc2cc(C(N)=O)cc(C(N)=O)c2)cc1	-3	-2	7	6	-1	2	-1.0	6	-1	3
CC1(NC(=O)c2ccc(C#Cc3cccc(F)c3)cn2)COC1	-7	-3	x	-4	-2	-1	1.0	3	4	-2
S=C(NCCN1CCOCC1)Nc1ccc(Nc2ccccc2)cc1	10	5	0	6	-1	-1	0.1	1	-2	-2
Other results follow.
SMILES	Tn6 DDE FP	SIAE inh	TCR CD3 inh	DDE Tn7 FP inh	PRMT1 inh	MBD2 inh	KLK7 zymogen act	TDP2 absorb	LEDGF integ inh	UHRF1 MBD2 ctr
O=C(c1ccc(NS(=O)(=O)c2cccc3cccnc23)cc1)N1CCOCC1	3	8	-1	-7	0	-1	0.0	8	2	2
CC(C)c1ccc(C2C(C#N)=C(N)Oc3c2oc(CO)cc3=O)cc1 (stereo unspecified)	9	-2	8	6	3	5	0.3	11	-3	-4
CCCCn1c(N)c(N(CC(C)C)C(=O)Cc2ccc(S(=O)(=O)N3CCOCC3)s2)c(=O)[nH]c1=O	8	1	0	3	7	2	-1.2	12	0	-1
c1ccc2sc(NC3=NCN(Cc4ccc5c(c4)OCO5)CN3)nc2c1	1	0	5	-7	-2	4	0.1	0	0	-1
C[C@@H]1CN([C@@H](C)CO)S(=O)(=O)c2ccc(Br)cc2O[C@@H]1CN(C)Cc1ccccn1	0	14	-5	0	1	0	0.5	3	-5	0
CC(=O)Nc1cncc(-c2ccccc2C(C)=O)n1	-4	1	-7	10	3	3	0.1	4	-2	1
COCCNC(=O)CN(Cc1ccc2c(c1)OCO2)C(=O)CCC(=O)Nc1nccs1	3	2	0	-1	-2	3	-0.3	6	1	-2
CN(CC(=O)Nc1ccc(N2CCOCC2)cc1)C(=O)CSc1ccc(F)cc1	-2	5	8	3	-4	2	0.8	10	-4	6
CC(C)c1ccccc1NC(=O)c1cnccn1	2	7	4	1	1	2	0.5	12	-2	2
O=C(Nc1ncccn1)c1ccc(C(F)(F)F)cc1	8	3	-3	0	0	-3	-0.2	-5	0	0
CCOC(=O)[C@]12CCCCC/C=C\1N(CCc1ccc(Cl)cc1)C(=O)[C@H]2CC(=O)NCC1CCCCC1	-1	-6	x	-8	-2	0	0.1	-14	5	-1
O=C(/C=C/c1ccc(Cl)cc1)N1CCN(c2ccc(Cl)cc2[N+](=O)[O-])CC1	-12	-1	6	-2	1	-2	-0.4	-6	1	2
CCCCn1c(N)c(N(CCC(C)C)C(=O)c2ccc3c(c2)OCCO3)c(=O)[nH]c1=O	2	-4	-3	-4	1	2	-0.2	-1	0	2
CC1(C(=O)NS(=O)(=O)c2cccc(Cl)c2)CCN1C(=O)CCc1ccccc1 (stereo unspecified)	9	3	-9	3	2	-2	0.1	-1	0	2
C[C@]12c3[nH]c4ccccc4c3CCN1C(=O)C(CC(=O)NCC13CC4CC(CC(C4)C1)C3)C[C@@H]2C(=O)N1CCOCC1 (stereo partly specified)	13	2	-9	-1	-3	-5	0.6	-5	5	-2
O=C(Oc1cccc2ccccc12)c1ccco1	1	0	3	9	-1	2	2.2	5	2	-3
CCC(=O)/C=C1\Sc2ccc(OC)cc2N1CCO	0	0	-2	1	5	1	0.0	1	-3	-1
